Screens: PubChem, National Center for Advancing Translational Sciences (NCATS)
PKM2 activator: activators of human pyruvate kinase M2; P14618; purified PKM2, Kinase-Glo ATP luminescence, activation; response scale: 0% is enzyme alone, no compound; Potency, µM (highest dose often 57.5 µM), without a hit: top-dose activation, usual class: activators; 260,000 tested, 0.34% active; AID 1631; note: potency is the fitted concentration of half-maximal effect; % is set by controls: 0 for no effect and ±100 for the full control effect; nearly all actives have a fitted effect of over 55% in size
Target sequence (P14618 whole entry, looked up): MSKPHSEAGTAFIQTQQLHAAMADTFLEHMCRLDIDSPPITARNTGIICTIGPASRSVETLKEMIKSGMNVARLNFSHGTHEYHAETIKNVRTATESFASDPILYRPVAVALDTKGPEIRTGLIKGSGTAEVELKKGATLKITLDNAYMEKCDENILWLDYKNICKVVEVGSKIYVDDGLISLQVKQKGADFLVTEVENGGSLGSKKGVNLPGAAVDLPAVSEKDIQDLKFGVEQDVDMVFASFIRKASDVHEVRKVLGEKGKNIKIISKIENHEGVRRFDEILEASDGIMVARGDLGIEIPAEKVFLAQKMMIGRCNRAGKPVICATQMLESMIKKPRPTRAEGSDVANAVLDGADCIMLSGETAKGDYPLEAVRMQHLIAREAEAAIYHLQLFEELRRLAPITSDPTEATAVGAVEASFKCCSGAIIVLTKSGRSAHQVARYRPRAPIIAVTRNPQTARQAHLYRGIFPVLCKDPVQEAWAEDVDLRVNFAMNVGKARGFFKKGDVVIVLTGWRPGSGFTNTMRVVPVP
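Kinase-Glo luminescence reports ATP generated from ADP (0.1 mM) and PEP (0.5 mM) by purified hPK-M2 after 1 h at room temperature, pH 7.2 imidazole buffer; intermediate enzyme activity allows detecting inhibitors and activators.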
B2AR arrestin: beta2AR (human) beta-arrestin recruitment activity | 330,000 tested, 0.02% active | Potency, µM (series often up to 46.1 µM), for inactives: top-dose activation, actives largely listed as activators | P07550 | beta-arrestin recruitment to beta2AR, cell-based reporter;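 note: potency is the fitted concentration of half-maximal effect; 0% = DMSO controls and full agonism = EC100 isoproterenol or metaproterenol; nearly all actives have a fitted effect of over 65% in size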
Target sequence (P07550 whole entry, looked up): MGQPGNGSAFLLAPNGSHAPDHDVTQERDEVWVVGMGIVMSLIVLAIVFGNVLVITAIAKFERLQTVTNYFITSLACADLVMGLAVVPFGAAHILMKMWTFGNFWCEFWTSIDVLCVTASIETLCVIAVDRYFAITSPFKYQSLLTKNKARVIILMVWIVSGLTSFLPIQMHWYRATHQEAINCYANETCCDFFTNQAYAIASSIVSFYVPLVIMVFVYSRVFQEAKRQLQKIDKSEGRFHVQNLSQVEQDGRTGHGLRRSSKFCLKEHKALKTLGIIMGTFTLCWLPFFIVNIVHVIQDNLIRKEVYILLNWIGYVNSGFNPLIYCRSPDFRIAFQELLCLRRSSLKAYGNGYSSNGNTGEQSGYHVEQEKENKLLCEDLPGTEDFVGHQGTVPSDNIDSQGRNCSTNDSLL
Integrin act MD: integrin-mediated muscular dystrophy alleviation activation; alpha7betagal myoblasts, beta-gal FDG fluorescence, 48 h; Potency, µM (doses to about 38.3 µM), for the others: at the highest dose activation, usual class: activators; 350,000 tested, 0.064% active; AID 624291;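 note: potency is the fitted concentration of half-maximal effect; 100% = response of the positive control SU9516; nearly all actives have a fitted effect of over 60% in size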
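alpha7betagal+/- myoblasts (passage 13, 250/well) treated 48 h at 37C with compounds at 1:260 dilution of DMSO stock. Lysed, then beta-galactosidase activity read as FDG fluorescence (ex 480/em 540) after 30 min, with pre-read for autofluorescence.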
Giardia kill: kills Giardia lamblia; Giardia lamblia trophozoite viability; activity change, % at 7.66 µM, hits read low; 340,000 tested, 0.15% active; AID 540267; in the data active = activity change below about -80%; inconclusive = between about -30% and that limit;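 note: parasites exposed to compound for two days anaerobically before the ATP read; % is set by controls: 0 for no effect and ±100 for the full control effect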
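Each well holds 100 Giardia trophozoites and compound. After two days (48 hrs) at 37 deg C in anaerobic conditions, ATP is quantified by luminescence.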
GALK inhibitor: galactokinase (human) inhibition | Potency, µM (titrated, usually from 57.5 µM), for the others: top-dose activity change, negative = inhibition, most hits filed as inhibitors | P51570 | Purified GALK, Kinase-Glo residual ATP luminescence | 270,000 tested, 0.007% active; note: potency is the fitted concentration of half-maximal effect; % is set by controls: 0 for no effect and ±100 for the full control effect
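Luminescence from leftover ATP (Ultra-Glo luciferase/luciferin) served as read-out after a 1 h room-temperature reaction of 5 nM GALK with 35 uM ATP and 100 uM galactose.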
Menin MLL FP TR: displaces Texas Red mutant MLL peptide from human menin. O00255. Menin + Texas Red MLL mutant peptide, fluorescence polarization. Potency, µM (series often up to 61.6 µM), without a hit: top-dose FP activity change, negative = inhibition, hits mostly inhibitors. 270,000 tested, 0.23% active; active = well fitted inhibition curve with a large enough effect in the polarisation, with a control signal flat, not every such curve was filed as active; inconclusive = small, poorly fitted or top-dose-only effect, or effect the other way, or a change in a side signal; inactive = no such curve, though single readings can be large or run the other way; the % refers to the polarisation; note: potency is the fitted concentration of half-maximal effect; % of control where 0% means no effect; many of its hits are not listed in these tables
ASM inhibitor: inhibitors of human secretory acid sphingomyelinase; P17405; placental ASM, HMU-PC fluorogenic substrate, 60 min; Potency, µM (top dose mostly 57.5 µM), inactives show top-dose activity change, negative = inhibition, usual class: inhibitors; 340,000 tested, 0.006% active; AID 504937; note: potency is the fitted concentration of half-maximal effect
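Human placenta-derived ASM preincubated with compound 10 min at room temperature, then reacted with 9 uM (final) fluorogenic HMU-PC substrate for 60 min at 37 C. Stop solution raises pH to 10; fluorescence read at Ex 386/Em 447 nm.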
Tb PFK block: T. brucei PFK enzyme inhibition; O15648; Potency, µM (series often up to 57.5 µM), for the others: at the top dose activity, negative = inhibition, usual class: inhibitors; T. brucei PFK, ADP-Glo luminescence; AID 485367; 330,000 tested, 0.17% active;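 note: potency is the fitted concentration of half-maximal effect; 0% = uninhibited 1x PFK enzyme wells and -100% = no-enzyme wells; nearly all actives have a fitted effect of over 60% in size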
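1.25 nM PFK with 0.5 mM F6P and 0.1 mM ATP in 0.1 M TEA pH 8.0, 5 mM MgCl2, incubated 45 min at room temperature; ADP measured by ADP-Glo luminescence; compounds titrated up to 57 uM.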
FBPA coupling cs: inhibits coupling enzyme system, counter-screen for aldolase hits; coupling enzyme system counterscreen, AmpLite Red fluorescence; AID 2472; 290,000 tested, 0.67% active; activity change, negative = inhibition, % at 58.2 µM, hits read low; in the data active = activity change below about -30%; note: % is set by controls: 0 for no effect and ±100 for the full control effect
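Counterscreen lacking aldolase: glyceraldehyde-3-phosphate coupling-enzyme reagent preincubated 10 min at RT with compound (at 57.5 uM final), then substrate/coupling system with AmpLite Red added; fluorescence read at 525/598 nm after 20 min RT.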
TSG101-PTAP inh: blocks PTAP/TSG101 interaction to inhibit HIV-1 budding | Q99816 | Fluorescence polarization, FITC-PTAP peptide / Tsg101 binding | Potency, µM (titrated, usually from 115 µM), for the others: top-dose activity change, negative = inhibition, actives largely listed as inhibitors | 340,000 tested, under 10 active; active = well fitted inhibition curve with a large enough effect in the main read-out, with a control signal flat, not every such curve was filed as active; inconclusive = small, poorly fitted or top-dose-only effect, or effect the other way, or a change in a side signal; inactive = no such curve, though single readings can be large or run the other way; note: potency is the fitted concentration of half-maximal effect; % of control where 0% means no effect
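Tsg101 binding domain (10 uM final) was mixed with compound and a FITC-labeled PTAP peptide (50 nM final) in HEPES pH 7.5 buffer with NaCl, Tween 20, EDTA and TCEP; fluorescence polarization was read after 20 min at r.t.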
BCR signal inh: chronic active BCR signaling inhibition. ABC-DLBCL IkBa-CBG/CBR reporter, luminescence ratio, 4 h. Potency, µM (titrated, usually from 46.1 µM), for the others: at the highest dose ratio change, negative = lower green/red ratio, hits mostly inhibitors. 340,000 tested, 0.05% active. AID 493014; active = well fitted inhibition curve with a large enough effect in the signal ratio, with a control signal flat, not every such curve was filed as active; inconclusive = small, poorly fitted or top-dose-only effect, or effect the other way, or a change in a side signal; the % refers to the signal ratio;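 note: potency is the fitted concentration of half-maximal effect; plate controls were basal doxycycline-induced cells for no effect and cells given 10 µM MG132 for full effect; MG132 reads +100%, hits lower the ratio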
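Cell line TMD8 (human ABC DLBCL), stably expressing tet-inducible CBG68-IkBa fusion and CBR; IMDM/0.5% FBS; cpd up to 46 uM; dox induction, 4 h, 37C/5% CO2; dual luminescence; green/red ratio; MG132 control.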
* hit, by the source's call; u = inconclusive; x = not tested or not shown; [ ] = remark or other dose. Unless noted, calls come from the whole dose curve; as a rule, active = well fitted curve in the direction sought with a large enough effect; inconclusive = small, poorly fitted or top-dose-only effect, or another doubt; inactive = no such curve, though single readings can be large; an effect the other way counts as inactive or inconclusive.

SMILES | PKM2 activator | B2AR arrestin | Integrin act MD | Giardia kill | GALK inhibitor | Menin MLL FP TR | ASM inhibitor | Tb PFK block | FBPA coupling cs | TSG101-PTAP inh | BCR signal inh
CCCCC(CCC(=O)O)(C(=O)OCC)c1csc(Nc2ccccc2)n1 (centres undefined) | 1% | -0.1% | 13% | -6 | 1% | -2% | -3% | 8% | 2 | -8% | -28%
O=C(CC(CC(=O)c1ccccc1)c1ccccc1)c1ccccc1 | x | -0.2% | -3% | 23 | -1% | 29% | -8% | 0% | 4 | -8% | 6%
CCN(CC)S(=O)(=O)c1cccc(NC(=O)CSc2nnc(N)s2)c1 | -3% | 0.3% | -1% | u | 0% | 9% | -1% | 2% | 3 | -2% | 1%
Cc1ccc(SCc2[nH]nc3c2C2(CCSCC2)C(C#N)=C(N)O3)cc1 | -11% | 0.0% | -21% | -15 | -3% | 4% | -5% | -8% | 6 | -4% | u
CCOC(=O)c1c(C)[nH]c(C)c1S(=O)(=O)NCc1ccc(OCC)cc1 | x | 0.4% | 0% | -12 | -2% | -5% | -3% | -2% | -2 | u | -3%
O=C(c1ccccc1)N1CCCC(C(=O)N2CCCCCC2)C1 (centres undefined) | -5% | 0.1% | 0% | 12 | -1% | 5% | 4% | 0% | -3 | -10% | -3%
CC(C)(O)c1cc2ccc(C#Cc3ccsc3)cc2c(=O)o1 | x | 0.3% | 36% | 7 | x | x | -20% | 0% | x | -2% | u
Cc1cc(C)n(-c2ccc(NC(=O)C3CCN(Cc4cnc(C)s4)CC3)cc2)n1 | 1% | -0.3% | -20% | 2 | 2% | 4% | -1% | -12% | 1 | 1% | -1%
CCC(C(=O)NCc1ccco1)N(Cc1cccs1)C(=O)CNS(=O)(=O)c1ccccc1 (centres undefined) | -2% | -0.2% | -13% | -4 | -4% | -7% | 2% | 1% | 0 | -6% | u
CCOC(=O)c1cnc(SCC(=O)NCc2cccs2)nc1N | 1% | 0.2% | 7% | -10 | -1% | -1% | -2% | 1% | 3 | -4% | 24%
Cc1nc(-c2cccnc2)sc1C(=O)Nc1ccc(Cl)cc1 | 0% | -0.3% | -14% | 14 | -5% | u | -8% | 1% | -3 | -1% | 7%
Cc1ccc(NC(=O)C(C)OC(=O)Cc2c[nH]c3ccccc23)cc1 (centres undefined) | x | -0.2% | 0% | -6 | x | x | -4% | -13% | x | 5% | u
CCCN1C(=O)C(O)(C/C(C)=N/O)c2ccccc21 (centres undefined) | 2% | 5.1% | 4% | -11 | 4% | 5% | -3% | 1% | 4 | -5% | -3%
CCOC(=O)C(C)c1c(C(=O)c2ccc(C)nc2)c2ccccc2n1C (centres undefined) | -1% | 0.2% | x | x | 3% | u | x | -1% | -3 | x | u
O=C(CNS(=O)(=O)c1c(Cl)cccc1Cl)N1CCCCCC1 | -1% | 0.0% | u | 24 | -6% | -6% | -1% | 0% | 3 | -7% | 4%
Cc1ccc(NC(=O)Nc2cccs2)cc1 | 0% | -0.1% | -47%[inhibitor] | -4 | 0% | u | 0% | -24% | -1 | -1% | 2%
COc1ccc(OC)c(S(=O)(=O)Nc2ccc(O)c(Sc3ncn[nH]3)c2)c1 | 13% | -0.6% | 13% | 2 | 0% | 9% | -3% | -1% | -4 | x | -2%
CCCNC(=O)NC(=O)CSc1cccc(C(F)(F)F)c1 | -1% | 0.2% | -3% | -1 | 0% | 4% | -4% | -1% | 4 | -8% | -7%
Cc1ccc(S(=O)(=O)c2c(C)nn(C(C)(C)C)c2OC(=O)c2ccc(Br)o2)cc1 | 5% | 0.1% | -47%[inhibitor] | -21 | -4% | 4% | -2% | -3% | 0 | -2% | 1%
C=C1C[C@H]2[C@@H]3CCc4cc(OC)ccc4[C@H]3CC[C@]12C | x | -0.4% | -7% | 3 | x | x | -6% | 0% | x | 2% | -1%
CN(CC(=O)NCCc1ccc(S(N)(=O)=O)cc1)S(=O)(=O)c1cccc2nsnc12 | x | -0.8% | -7% | 17 | 1% | -7% | -1% | -11% | -1 | -6% | 2%
NS(=O)(=O)c1ccc(CCNS(=O)(=O)c2cccs2)cc1 | u | -0.3% | 11% | -4 | -5% | x | 2% | -4% | x | 0% | -5%
O=C(NCc1cc([N+](=O)[O-])ccc1O)c1cccnc1Sc1ccccc1Cl | 2% | 0.1% | 1% | 19 | 4% | x | -4% | 0% | x | -8% | u
CN(C(=O)c1ccc(NC(=O)Cc2ccc(NC(=O)C3CCCN(C(=O)C4CCCCC4)C3)cc2)cc1)C1CC1 (centres undefined) | x | 0.3% | 1% | -8 | x | x | 8% | 6% | x | -2% | 0%
CCOC(=O)C(=CNNc1cccc(Cl)c1)C(=O)OCC | 11% | -0.6% | -3% | -8 | -1% | x | -4% | 0% | -6 | -2% | u
COCc1c(C(=O)N2CCc3ccccc32)oc2ccccc12 | 7% | 0.3% | -4% | 9 | 16% | -16% | -2% | 0% | -4 | -6% | u
COC(=O)C1=C(C(=O)OC)C(c2cc([N+](=O)[O-])ccc2O)c2sc(=O)[nH]c2S1 (centres undefined) | -8% | -0.1% | 26% | -3 | -1% | 8% | -2% | 26% | 13 | -5% | -3%
O=C(CN1CCN(C(=O)C2COc3ccccc3O2)CC1)Nc1ccccc1 (centres undefined) | -13% | -0.2% | -47%[inhibitor] | -1 | 1% | x | 2% | -9% | 4 | -4% | 1%
COCCN(CC(=O)NCC1CCCO1)C(=O)CCC(=O)Nc1cc(C)on1 (centres undefined) | -1% | 0.2% | 22% | 3 | 1% | 13% | 1% | -1% | 7 | 2% | 1%
CC(C)C(NS(=O)(=O)c1ccccc1)C(=O)OCc1cc([N+](=O)[O-])cc2c1OCOC2 (centres undefined) | 3% | -0.1% | -23% | 7 | 0% | 9% | -1% | 5% | 0 | -1% | -5%
O=C(CCCC(=O)Nc1cccnc1)Nc1cccnc1 | -14% | -0.7% | -17% | -1 | -2% | -9% | -1% | -3% | 1 | 0% | u
NC(=O)CSc1nc2ccccc2c(=O)n1Cc1ccccc1 | 6% | -0.8% | 16% | 4 | x | 2% | 0% | -1% | 1 | -8% | 8%
COC(=O)C1CC(O)CN1S(=O)(=O)c1cccs1 (centres undefined) | -3% | -0.1% | 22% | -19 | -1% | -1% | 2% | 1% | 0 | -2% | 1%
Cc1ccc(-n2nc3c(c2NC(=O)c2c(F)cccc2Cl)CS(=O)(=O)C3)cc1C | 3% | 9.9% | -24% | 4 | -1% | 17% | -3% | -1% | 7 | x | u
COc1ccc(C2c3ccc4ccccc4c3Oc3ncn(CCCO)c(=N)c32)cc1 (centres undefined) | 8% | -1.5% | -81%[inhibitor] | 9 | 4% | x | -12% | 0% | -2 | -9% | -10%
O=c1ccc2cc(S(=O)(=O)NCc3ccccc3)ccc2[nH]1 | u | 0.0% | 25% | -8 | x | 10% | -3% | -4% | 1 | -6% | 6%
Cc1ccc(C(=O)Nc2ccccc2C(=O)N2CCCCCC2)cc1 | 6% | -0.8% | -8% | 5 | 1% | x | 0% | 0% | -1 | -5% | u
COc1ccc(/C=N/NC(=O)c2ccncc2)cc1Cn1nc([N+](=O)[O-])c(Br)c1C | 10% | -0.2% | 4% | 2 | -4% | u | -11% | -9% | 2 | -1% | -12%
O=C(Nc1cccc([N+](=O)[O-])c1)N1CCCCCC1 | 1% | 0.7% | -5% | -12 | 0% | x | 0% | -1% | x | -3% | 7%
Cc1c(Cl)cccc1NC(=O)NN1CCN(C)CC1 | -5% | 0.3% | u | -29 | -4% | 8% | 9% | 1% | 0 | -2% | -5%
Cc1ccc(N2C(=O)C3C(C2=O)C(C(=O)c2ccc(Cl)cc2)N2CCCC32)cc1 (centres undefined) | 1% | 0.3% | -25% | -15 | -4% | 13% | -1% | 3% | 1 | -4% | u
CN(c1ccccc1)c1nc(N)c([N+](=O)[O-])c(Nc2cccc(F)c2)n1 | x | -0.4% | 2% | -7 | x | u | -27% | 1% | 0 | -2% | u
COC(=O)c1cc(C)nc(N)c1C#N | 7% | 0.2% | 11% | -8 | 1% | -2% | 469%[activator] | 2% | -1 | -4% | u

An excerpt (hit frequency here may not be typical).
